MITF primary: MITF inhibitors, primary screen, biochemical, AlphaScreen, human | Microphthalmia-associated transcription factor (Homo sapiens), O75030 | AlphaScreen MITF homodimerization, bead proximity signal | inhibition, % at 2.6 µM | 0.91% of 650,000 active | AID 1259374, 2018; in the data active means inhibition above about 50%;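 further: 0% = vehicle wells with protein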
TEAD-YAP inh: TEAD-YAP interaction inhibition, primary screen, TEAD-YAP interaction inhibitor project, luminescence, HEK-TIYL cells; 1.4% of 640,000 active; inhibition, % at 9.12 µM; AID 1259422, 2018; TEAD-Gal4/YAP UAS-luciferase luminescence; in the data active means inhibition above about 32%;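 further: 0% = median of test compound wells and 100% = reference inhibitor wells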
GPR151 ag: activators of human GPR151, primary screen, cell-based, PathHunter beta-arrestin, luminescence; PathHunter beta-arrestin GPR151 cells; 1% of 650,000 active; activation, % at 11.2 µM; in the data active means activation above about 4.9%;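 further: 0% = median of compound wells and 100% = cells with positive control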
Target sequence (Q8TDV0 whole entry, looked up): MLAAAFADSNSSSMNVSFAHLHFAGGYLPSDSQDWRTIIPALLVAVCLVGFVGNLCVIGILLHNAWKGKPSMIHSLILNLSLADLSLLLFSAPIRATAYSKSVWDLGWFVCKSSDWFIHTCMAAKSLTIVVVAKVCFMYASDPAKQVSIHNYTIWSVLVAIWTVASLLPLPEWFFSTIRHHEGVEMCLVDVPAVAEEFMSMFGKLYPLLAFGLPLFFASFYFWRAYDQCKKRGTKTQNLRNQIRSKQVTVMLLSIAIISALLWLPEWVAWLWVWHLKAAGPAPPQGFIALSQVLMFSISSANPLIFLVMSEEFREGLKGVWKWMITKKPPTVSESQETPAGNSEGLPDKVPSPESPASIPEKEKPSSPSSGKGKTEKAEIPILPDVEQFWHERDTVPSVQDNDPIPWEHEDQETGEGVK
FBW7 activator: FBW7 E3 ligase activators, primary screen, biochemical, AlphaScreen, human; 0.13% of 650,000 active; AID 1259310, 2017; F-box/WD repeat-containing protein 7 (Homo sapiens), Q969H0; AlphaScreen FBW7–phospho-cyclin E peptide binding, activator screen; normalized activity (activation), % at 26.1 µM; in the data active means normalized activity above about 1.9%;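 further: purified mutant Fbw7 with reduced substrate affinity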
Target sequence (Q969H0 whole entry, looked up): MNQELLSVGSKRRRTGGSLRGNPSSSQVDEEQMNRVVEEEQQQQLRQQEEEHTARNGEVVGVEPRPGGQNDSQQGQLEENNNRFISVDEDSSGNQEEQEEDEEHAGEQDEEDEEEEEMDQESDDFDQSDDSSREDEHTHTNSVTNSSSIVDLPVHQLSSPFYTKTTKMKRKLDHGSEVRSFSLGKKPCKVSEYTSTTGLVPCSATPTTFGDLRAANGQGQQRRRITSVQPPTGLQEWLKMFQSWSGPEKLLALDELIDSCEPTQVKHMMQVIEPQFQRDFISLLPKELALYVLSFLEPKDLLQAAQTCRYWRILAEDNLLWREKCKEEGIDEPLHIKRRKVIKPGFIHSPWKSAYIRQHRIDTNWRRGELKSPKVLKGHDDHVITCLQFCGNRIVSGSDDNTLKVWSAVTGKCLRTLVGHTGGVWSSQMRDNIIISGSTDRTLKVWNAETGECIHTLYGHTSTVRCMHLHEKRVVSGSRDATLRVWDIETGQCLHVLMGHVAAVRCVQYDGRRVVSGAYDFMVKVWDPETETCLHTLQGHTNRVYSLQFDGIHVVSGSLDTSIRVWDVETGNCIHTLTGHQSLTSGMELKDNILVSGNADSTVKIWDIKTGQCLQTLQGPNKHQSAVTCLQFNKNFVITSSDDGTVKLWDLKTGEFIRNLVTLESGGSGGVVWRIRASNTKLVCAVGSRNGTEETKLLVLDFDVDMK
* = called active by the depositor.

Sample of the layout, 6 compounds:
Each structure is followed by: MITF primary, TEAD-YAP inh, GPR151 ag, FBW7 activator
> CCOc1ccc(/C=N/NC(=O)c2nnn(-c3nonc3N)c2COC)cc1OC
→ 10, 3, 2.7, 0.1
> Cn1c(COc2ccccc2)nnc1SCC(=O)Nc1ccc(S(N)(=O)=O)cc1
→ 7, 7, -1.5, -0.1
> COc1ccc(C2CC(=O)Nc3c2ccc2ccccc32)cc1 (stereo unspecified)
→ 5, 7, -0.8, 0.6
> O=C(COC(=O)c1cc(F)cc(F)c1)Nc1c(F)cccc1F
→ 5, 1, -1.5, -0.2
> O=C(CN1CCN(CC(=O)Nc2ccccc2F)CC1)Nc1ccc(F)c(F)c1
→ 15, 9, -1.6, 0.0
> COc1ccccc1NS(=O)(=O)c1ccc(N/N=C(\C)C(C)C)c([N+](=O)[O-])c1
→ 4, 9, 0.5, -0.4

This part in full, previewed entries included:
Each structure is followed by: MITF primary, TEAD-YAP inh, GPR151 ag, FBW7 activator
> CCOc1ccc(/C=N/NC(=O)c2nnn(-c3nonc3N)c2COC)cc1OC
→ 10, 3, 2.7, 0.1
> Cn1c(COc2ccccc2)nnc1SCC(=O)Nc1ccc(S(N)(=O)=O)cc1
→ 7, 7, -1.5, -0.1
> COc1ccc(C2CC(=O)Nc3c2ccc2ccccc32)cc1 (stereo unspecified)
→ 5, 7, -0.8, 0.6
> O=C(COC(=O)c1cc(F)cc(F)c1)Nc1c(F)cccc1F
→ 5, 1, -1.5, -0.2
> O=C(CN1CCN(CC(=O)Nc2ccccc2F)CC1)Nc1ccc(F)c(F)c1
→ 15, 9, -1.6, 0.0
> COc1ccccc1NS(=O)(=O)c1ccc(N/N=C(\C)C(C)C)c([N+](=O)[O-])c1
→ 4, 9, 0.5, -0.4
> CCN(CC)c1ccc(C=C(C#N)C#N)c(OC(C)=O)c1
→ 18, -4, -0.2, 1.2
> Cc1ccc(-c2nc3cnccn3c2Nc2ccc(Cl)cc2)o1
→ 13, -51, 0.9, 1.2
> Cc1cc(NC(=O)C(=O)NCc2ccccc2)no1
→ -3, 7, 1.0, 0.0
> CCCC(=O)Nc1cccc(-c2nc3ncccc3o2)c1C
→ 11, 1, -0.7, 0.1

The results go on.
Each structure is followed by: MITF primary, TEAD-YAP inh, GPR151 ag, FBW7 activator
> CCOCCSc1nc(-c2cccc(F)c2)nc2c1c(=O)n(C)c(=O)n2C
→ -12, -8, 0.6, 0.0
> COc1ccc(CN2CCC(n3nccc3NC(=O)Cc3ccccc3)CC2)cc1OC
→ 15, 4, -0.7, 0.0
> CCc1cc2c(C)ccc(C)c2nc1SCC(=O)NNC(C)=O
→ -16, 5, -0.5, -0.2
> C#Cc1cccc(N2C(=O)C3C4C=CC(C4)C3C2=O)c1 (stereo unspecified)
→ 2, -7, -1.2, 0.0
> Cc1cc2ccccc2c(=O)[nH]1
→ -1, 13, -1.2, 0.0
> O=C(O)C1C2CCCCC2=C2CCCCC2C1C(=O)c1ccccc1 (stereo unspecified)
→ 8, 18, 0.5, 0.4
> CCc1ccccc1N1CCN(C(=O)c2cc3cc([N+](=O)[O-])cc(OC)c3oc2=O)CC1
→ 10, 1, -0.7, -0.1
> O=[N+]([O-])c1ccc(O)c(/C=N/Nc2ncccc2[N+](=O)[O-])c1
→ 5, -3, -0.1, 0.0
> COC(=O)c1cc(S(=O)(=O)N2CCCCCC2)c[nH]1
→ 5, -3, 0.4, 0.0
> COc1ccc(/C=C/C(=O)NC(C(C)C)C(C)C)cc1OC
→ 5, 9, 3.0, 0.0

(continued)
Each structure is followed by: MITF primary, TEAD-YAP inh, GPR151 ag, FBW7 activator
> CC(C)C[C@H]1C(=O)N2CCN(C(=O)Oc3ccccc3)C[C@@H]2C(=O)N1C
→ 14, 11, 0.3, -0.1
> COc1ccccc1-c1cncc(-c2ccc(N3CCN(C)CC3)nc2)n1
→ -8, -7, 1.2, -0.2
> O=C(c1cccnc1)C1CCN(C(=O)CCn2cccn2)CC1
→ 6, -3, -0.1, 0.1
> Cc1csc(CN(C)C(=O)CC2C(=O)NCCN2Cc2ccc(Cl)c(F)c2)n1 (stereo unspecified)
→ 12, 10, 0.0, 0.0
> COC(=O)C1=NNC2C(=O)N(c3c(C)cc(C)cc3C)C(=O)C12 (stereo unspecified)
→ 2, 8, 0.0, 0.1
> COc1ccc(/C=C/C(=O)NNC(=O)COc2cccc(C(F)(F)F)c2)c(OC)c1
→ 15, 7, -2.6, 0.9
> Cc1cc(=O)[nH]c(SCC(=O)Nc2nc(-c3ccccc3)cs2)n1
→ -3, 0, 0.1, 0.2
> CC(C)c1ccc(OCC(=O)O/N=C(\N)c2cccc([N+](=O)[O-])c2)cc1
→ -11, -4, 16*, -0.3
> O=C(NC1CC2CCC1C2)c1c(Cl)cccc1Cl (stereo unspecified)
→ 12, -10, 0.4, 0.4
> CC(C)N(c1ccccc1)c1ncnc(NCCC(=O)O)c1[N+](=O)[O-]
→ -5, -3, 1.8, -0.1

Following part
Each structure is followed by: MITF primary, TEAD-YAP inh, GPR151 ag, FBW7 activator
> Cc1ccc2c(c1)C1(OCCO1)C(=O)N2
→ -1, -4, -0.1, 0.0
> CC12CC3(C)CC(C)(C1)CC(O)(C2)C3
→ 16, 11, -0.2, 0.0
> COCC1CCN(C(=O)CC2C(=O)NCCN2CC(c2ccccc2)c2ccccc2)CC1 (stereo unspecified)
→ 8, 0, -1.6, 0.1
> C=CCN(C(=O)c1ccc(N2CC3CC(C2)c2cccc(=O)n2C3)c(NC(=O)c2ccc(F)cc2)c1)c1ccccc1 (stereo unspecified)
→ 6, 0, 1.3, 0.0
> COC(=O)c1ccc(N=NNc2ccccc2)cc1
→ 8, -48, 0.0, 0.0
> O=c1cc(CSc2nc3ccccc3c3nc(CCc4c[nH]c5ccccc45)nn23)nc2ccc(Cl)cn12
→ 8, 1, 0.1, -0.1
> COc1ccc(NC(=O)/C(C#N)=C\c2ccc(O)c(OC)c2)cc1
→ -9, -2, -1.0, -0.1
> O=C(Cn1ncc2c1-c1ccccc1OC2)NCc1ccccc1
→ -8, -11, 0.0, -0.1
> CCc1ccc(N(CC(=O)Nc2ccc(C)cc2)S(=O)(=O)c2c(C)noc2C)cc1
→ 8, 4, 0.7, 0.4
> O=C(Sc1nc(-c2ccccc2)c(-c2ccccc2)[nH]1)c1cccs1
→ -19, 0, 0.2, 0.0

Following part.
Each structure is followed by: MITF primary, TEAD-YAP inh, GPR151 ag, FBW7 activator
> COc1ccc(C2C(C(=O)N3CCCCC3)c3ccccc3C(=O)N2c2ccc(OC)cc2)cc1 (stereo unspecified)
→ -1, 6, -0.7, -0.1
> Cc1cc(C)cc(NC(=O)CN2CCC(C(N)=O)CC2)c1
→ 1, 6, -2.3, -0.2
> COC(=O)C1=C(C)NC2=C(C(=O)CC(c3ccc(Cl)cc3)C2)C1c1cc2c(cc1Br)OCO2 (stereo unspecified)
→ 10, 7, -0.2, 0.1
> COc1ccc(CCNc2ncnc3nc(Nc4ccccc4)[nH]c23)cc1
→ 7, 8, -1.1, 0.0
> Cc1nc2cnc(-c3cccc(N(C)C)c3)cn2c1NC(=O)c1ccco1
→ 17, -3, -0.3, -0.1
> COc1cc(OC)cc(C(=O)NCCSc2ccccc2)c1
→ 2, -28, -0.2, 0.8
> Nc1ncc(Br)cc1S(=O)(=O)NCCC(=O)NCCc1ccccc1
→ 27, 7, 0.4, 0.2
> CN1CCN(c2ccc([N+](=O)[O-])cc2S(=O)(=O)N2CCOCC2)CC1
→ 6, 4, -0.3, 0.0
> CCOC(=O)C1(Cc2ccc(Cl)cc2)CCN(C(=O)c2cc(C)nc(C)n2)CC1
→ 0, -3, 0.1, 0.4
> CCOc1ccc(CCNC(=O)CCc2c(C)nc3nc[nH]n3c2=O)cc1
→ -2, 5, 3.0, 0.3

(listing goes on)
Each structure is followed by: MITF primary, TEAD-YAP inh, GPR151 ag, FBW7 activator
> COc1cc(NC(=O)c2ccc(F)cc2F)cc(-n2cnnn2)c1
→ -7, 6, 0.1, 0.1
> COc1ccccc1C(=O)Nc1cc2ccccc2cc1NC(=O)c1ccccc1OC
→ 9, -2, -0.7, 0.0
> O=C(O)C1CCCN(c2ncnc3c2sc2cccc(F)c23)C1 (stereo unspecified)
→ 0, -5, 0.5, -0.1
> O=C(Nc1ccc(NC(=S)NC(=O)c2ccco2)cc1)c1ccccc1
→ 13, -13, -0.6, 0.0
> Cc1ccc(C)c(Cc2c(C)nc3nc(SCC(=O)Nc4cccc(Cl)c4)nn3c2C)c1
→ 3, -3, 1.2, -0.1
> O=S(=O)(Nc1cccc2c1CCCC2)c1cccc(S(=O)(=O)N2CCCC2)c1
→ 11, 16, 0.4, 0.0
> CN(CCO)c1ccc(/C=N/NC(=O)c2cc3c(s2)CCCC3)cc1
→ -4, -9, 6.2*, -0.2
> O=C1C2C3C=CC(CC3)C2C(=O)N1/N=C/c1cc([N+](=O)[O-])cc(Br)c1O (stereo unspecified)
→ 18, 2, -1.2, 0.1
> CC(=O)Nc1ccc(NC(=O)c2c(C)nn(Cc3ccccc3Cl)c2C)cc1
→ 15, -4, -1.4, 0.0
> Cc1ccc(C)c(N2CCN(C(=O)Cn3ncc4ccccc43)CC2)c1
→ 0, 5, 0.2, -0.2

As entered above.
Result of `CN(CCO)c1ccc(/C=N/NC(=O)c2cc3c(s2)CCCC3)cc1` under TEAD-YAP inh: -9
Result of `CC(=O)Nc1ccc(NC(=O)c2c(C)nn(Cc3ccccc3Cl)c2C)cc1` under MITF primary: 15

Later entries:
Each structure is followed by: MITF primary, TEAD-YAP inh, GPR151 ag, FBW7 activator
> COCCCNc1nccn2c(-c3ccc(N4CCN(C)CC4)nc3)cnc12
→ 18, 22, -0.1, -0.3
> COc1ccc(C2CC(c3cccs3)=NN2C(=O)CSc2nnc(CNC(=O)c3ccccc3)n2-c2cccc(C)c2C)cc1 (stereo unspecified)
→ 40, 4, 0.4, 0.0
> COc1ccc(/C=N/Nc2ccc3ccccc3n2)cc1O
→ 1, -26, -0.1, -0.2
> CCC1CC(C)(c2csc(Nc3ccc(C)cc3)n2)OC1=O (stereo unspecified)
→ 4, -16, 0.8, -0.3
> CCn1c(-c2cc(C)n(C)n2)n[nH]c1=S
→ 2, 11, 2.0, 0.0
> N#Cc1c(N)sc(=S)c2c1CCCC2
→ 10, 4, -0.4, -0.1
> CN(C)S(=O)(=O)c1cccc(C(=O)n2nnc3ccccc32)c1
→ -5, 4, -1.7, -0.1
> COCCCN1C(=O)CC(CC(=O)NC(C)c2nccs2)(c2ccccc2C)C1=O (stereo unspecified)
→ 10, 6, 1.3, -0.1
> Clc1ccccc1CN1CCN(c2ccccn2)CC1
→ 47, 1, -1.3, -0.1
> CCc1ccc(-c2csc(NC(=O)c3nc4nc(C)cc(C)n4n3)n2)cc1
→ -9, -3, -0.3, 0.1

(next part)
Each structure is followed by: MITF primary, TEAD-YAP inh, GPR151 ag, FBW7 activator
> COc1cc(C(=O)Nc2ccc(N3CCC(C)CC3)cc2)cc(OC)c1OC
→ 2, -13, 0.1, -0.1
> O=C(N/N=C/c1ccc(O)cc1)c1ccc[n+]([O-])c1
→ -5, -6, -4.4, 0.0
> N#CCCN(C(=O)C[n+]1ccccc1)c1ccccc1
→ 13, 8, -1.7, 0.2
> CN(Cc1cscn1)C(=O)C1CC12CCN(CC1CC=CCC1)CC2 (stereo unspecified)
→ 4, -5, 1.3, -0.1
> COc1ccc(N2C(=O)C3ON(c4ccc(Cl)cc4)C(c4ccco4)C3C2=O)cc1 (stereo unspecified)
→ -13, 4, -1.5, 0.0
> CC(C)C(=O)Nc1cccc(C(=O)N2CCc3ccccc3C2)c1
→ -11, -4, -0.4, -0.2
> CCN1CCN(C(=O)c2cn(CC(C)C)c(=O)c3c2c2ccccc2n3C)CC1
→ -7, 9, 1.0, -0.1
> CC1=C(C(=O)Nc2ccc(C)cn2)C(c2ccccc2)C2=C(CC(C)(C)CC2=O)N1 (stereo unspecified)
→ 11, -1, 0.1, 0.1
> COc1ccccc1NC(=O)C1=C(C)NC(SCC(=O)Nc2ccccc2C)=C(C#N)C1c1ccc(C)s1 (stereo unspecified)
→ 11, -3, 1.0, 0.2
> COc1ccc(OC)c(N/C=C/C(=O)c2ccccc2)c1
→ 10, 95*, -8.8, 0.0

Following part.
Each structure is followed by: MITF primary, TEAD-YAP inh, GPR151 ag, FBW7 activator
> COc1ccc(-c2nnc(SCCN3CCCCC3)nc2-c2ccc(OC)cc2)cc1
→ 16, 6, -0.1, -0.1
> COc1ccc(CC(=O)N/N=C(\C)c2ccc(C)cc2)cc1
→ -3, -13, 0.0, 0.0
> Cc1ccc(C(=O)Nc2cc3ccccc3oc2=O)cc1
→ 8, 86*, -2.3, 0.0
> Cc1ccc2c(c1)C(c1ccc(N3CCOCC3)cc1)=NNC(c1cccnc1)=N2
→ -5, 3, -0.2, 0.0
> COc1ccc(C(=O)NCc2cccnc2)cc1OC
→ 4, -2, 0.9, 0.3
> COC(=O)c1cnn2c(Cl)c(Cc3cccc(Cl)c3)c(C)nc12
→ 0, 15, 0.9, 0.0
> Cc1cc(SCC(=O)c2ccccc2)n2nc(C)nc2n1
→ 9, -9, 0.4, 0.4
> COc1ccc(CCNC(=O)c2ccnc(Nc3ccc4ncccc4c3)c2)cc1
→ 9, 13, 0.5, 0.0
> O=C(Nc1nc2c(s1)CN(Cc1ccccc1)CC2)c1cccc(N2C(=O)CCC2=O)c1
→ 8, 4, -0.5, 0.0

Compound activity deposited in PubChem BioAssay by The Scripps Research Institute Molecular Screening Center.

Not a hit list; overall some 3.4% were active at least once.
